Assay outcomes as filed in PubChem BioAssay.
aGal spleen mod: inhibits or activates alpha-galactosidase in human spleen homogenate. P06280. Potency, µM (series often up to 80 µM), for inactives: at the top dose activity change, negative = inhibition, most hits filed as inhibitors. actives 0.008% (n = 240,000). AID 2107. human spleen homogenate, 4MU-alpha-Gal fluorescence, 40 min;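 also: 0% = enzyme with vehicle and -100% = no enzyme basal signal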
Target sequence (P06280 32-429 limits assumed): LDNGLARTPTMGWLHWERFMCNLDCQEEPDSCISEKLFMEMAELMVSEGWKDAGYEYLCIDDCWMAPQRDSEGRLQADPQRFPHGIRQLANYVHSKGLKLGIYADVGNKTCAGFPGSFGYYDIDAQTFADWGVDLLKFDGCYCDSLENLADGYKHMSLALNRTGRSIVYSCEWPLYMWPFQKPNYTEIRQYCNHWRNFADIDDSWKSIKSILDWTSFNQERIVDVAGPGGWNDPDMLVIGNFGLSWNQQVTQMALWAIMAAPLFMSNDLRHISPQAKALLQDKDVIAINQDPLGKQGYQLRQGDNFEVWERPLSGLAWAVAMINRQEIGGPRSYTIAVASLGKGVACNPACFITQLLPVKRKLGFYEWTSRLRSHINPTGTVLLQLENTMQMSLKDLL
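Spleen homogenate 1 ug + cpd (titration) + 4-MU-alpha-D-galactopyranoside 1 mM; 37C 40 min; 50 mM citrate/phosphate pH 5.0, 0.01% Tween-20; stop pH 10; fluorescence 365/440; AC50 via Hill.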
Tau fibril ThT: blocks human tau fibril formation measured by thioflavin T; recombinant tau K18 P301L, heparin-induced fibrillization, ThT fluorescence; P10636; actives 2.1% (n = 270,000); Potency, µM (titrated, usually from 57.4 µM), inactives show top-dose activity, negative = inhibition, most hits filed as inhibitors; AID 1460; also: % is scaled to controls: 0 for no effect and ±100 for the full control effect; nearly all actives have a fitted effect of over 55% in size
Target sequence (P10636 561-689 P618L limits assumed): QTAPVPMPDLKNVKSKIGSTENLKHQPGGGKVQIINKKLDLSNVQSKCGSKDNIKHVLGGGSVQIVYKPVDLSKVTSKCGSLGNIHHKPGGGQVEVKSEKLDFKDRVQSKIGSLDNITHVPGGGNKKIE
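Heparin-induced (20 uM) aggregation of recombinant human K18 P301L tau, 15 uM unlabeled with 0.24 uM labeled, pH 7 acetate buffer, 6 hr at 37 C with compound. Fibrils quantified by 30 uM ThT fluorescence after 1 hr ambient incubation.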
GAA glycogen mod: GAA glycogen-cleavage inhibition or activation | recombinant GAA, glycogen substrate, Amplex Red glucose oxidase fluorescence | actives 0.38% (n = 300,000) | Potency, µM (highest dose often 76.4 µM), inactives show at the top dose activity change, negative = inhibition, actives largely listed as inhibitors | P10253;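 also: 0% = full enzyme reaction and -100% = no-enzyme basal signal; the screen sought inhibitors and activators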
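Recombinant enzyme (4 nM final) with compounds titrated up to 77 uM and bovine liver glycogen (30 ug) in citrate pH 5.0, 0.01% Tween-20, 37 C 40 min. Released glucose detected by Amplex Red/glucose oxidase (Ex 573/Em 610); AC50 from Hill fits.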
GAA inh: inhibitors of human lysosomal alpha-glucosidase; P10253; purified human GAA, 4-MU-alpha-glucoside fluorescence; Potency, µM (top dose mostly 76.9 µM), inactives show top-dose activity change, negative = inhibition, actives largely listed as inhibitors; actives 0.005% (n = 200,000);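 also: plate controls were uninhibited enzyme wells for no effect and no-enzyme background for full effect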
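Read-out is 4-methylumbelliferone fluorescence (Ex 365/Em 440 nm) after NaOH/glycine stop at pH 10. Enzyme 4 nM, substrate 400 uM, pH 5.0 citrate buffer, 20 min room temperature; AC50 from Hill-equation concentration-response.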
Tau fluor counter: counter-screen for tau fibril formation inhibitors; Potency, µM (series often up to 57.7 µM), for inactives: top-dose activity change, negative = decrease; tau K18 P301L (four-repeat tau fragment) Alexa594 fluorescence, heparin fibrillization; actives 0.93% (n = 280,000); also: % is scaled to controls: 0 for no effect and ±100 for the full control effect; nearly all actives have a fitted effect of over 55% in size
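Human K18 P301L tau (15 uM unlabeled plus 0.24 uM Alexa 594-labeled, final) in 100 mM sodium acetate pH 7 was mixed with compound and 20 uM heparin and incubated 6 hr at 37 C.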
GAA spleen mod: inhibits or activates alpha-glucosidase in human spleen homogenate. P10253. human spleen homogenate, 4-MU-alpha-glucoside fluorescence. Potency, µM (highest dose often 79.9 µM), for inactives: at the highest dose activity change, negative = inhibition, most hits filed as inhibitors. actives 0.006% (n = 240,000). AID 2112;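 also: 0% = enzyme with vehicle and -100% = no enzyme basal signal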
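Human spleen homogenate (1 ug) with 4-methylumbelliferyl-alpha-D-glucopyranoside (1 mM final) in 50 mM citrate/phosphate pH 5.0, 0.01% Tween-20; 40 min at 37 C. Stopped at pH 10; 4-MU fluorescence Ex 365/Em 440 nm; AC50 by Hill fit.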
HTT cytoprotect: Huntington cell model cytoprotection by ATP luminescence | PC12 HTT-Q103 induced, cytoprotection, ATP luminescence, 40 h | Potency, µM (doses to about 56.4 µM), for the others: cytoprotection (ATP increase), usual class: activators | actives 0.14% (n = 230,000) | AID 1471;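 also: % of control where 0% means no effect; nearly all actives have a fitted effect of over 45% in size; toxic huntingtin expression switched on by the ecdysone agonist tebufenozide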
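Huntington model: PC12 line, ecdysone-inducible HTTQ103 exon1–GFP, tebufenozide 100 nM. Test articles in a dose series. Endpoint luminescence from cellular ATP.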
Tau FP inhib: blocks human tau fibril formation measured by polarization. P10636. K18 P301L tau heparin fibrillization, Alexa594 FP, 6 h. Potency, µM (titrated, usually from 57.7 µM), for inactives: at the top dose activity, negative = inhibition, usual class: inhibitors. actives 0.39% (n = 280,000). AID 1468; also: % is scaled to controls: 0 for no effect and ±100 for the full control effect; nearly all actives have a fitted effect of over 55% in size
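Human tau K18 […] P301L fragment, 15 uM unlabeled plus 0.24 uM Alexa 594-labeled tau (final), with compound and 20 uM heparin in 100 mM sodium acetate pH 7; 6 hr at 37 C, then Alexa 594 FP read.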
An asterisk follows results filed as active; ? = inconclusive; · = not tested or not shown; [ ] = dose if it differs, or a comment. Calls follow the shape of the dose curve; as a rule, active = well fitted curve in the direction sought with a large enough effect; inconclusive = small, poorly fitted or top-dose-only effect, or another doubt; inactive = no such curve, though single readings can be large; an effect the other way counts as inactive or inconclusive. Potency is read from the fitted curve at half-maximal effect.

no. | SMILES | aGal spleen mod | GAA glycogen mod | Tau fibril ThT | HTT cytoprotect | Tau FP inhib | Tau fluor counter | GAA spleen mod | GAA inh
1 | C/C(=N\NC(=S)NC(C)C)c1ccc(-n2ccnc2)cc1 | 10% | -15% | -14% | 20% | 0% | -7% | 3% | -5%
2 | O=C1/C(=C/c2ccc(C(=O)O)cc2)CCC/C1=C\c1ccc(C(=O)O)cc1 | 5% | -8% | 10µM* | · | ? | -9% | 5% | 3%
3 | COc1ccc2c(C)c(CCC(=O)NCc3ccc(Cl)cc3)c(=O)oc2c1C | · | -3%[76.3 µM] | -1% | · | -7% | -7% | · | ·
4 | CCn1c(Cc2ccccc2)nnc1SCC(=O)Nc1ccc(OC)cc1 | -2% | -3% | 0% | -17%[1.9 µM] | 7% | -2% | -7% | 0%
5 | O=C(Oc1ccccc1)c1cc2ccccc2oc1=O | 7% | 1% | -13% | -32% | 3% | -8% | · | -2%
6 | COCCNC(=O)CCCn1c(SCc2ccccc2C)nc2c(sc3ccccc32)c1=O | · | -4%[76.3 µM] | 0% | · | -1% | -4% | · | ·
7 | COc1ccc(-c2nnc(Nc3ccc(OCC(N)=O)cc3)c3ccccc23)cc1 | · | 13%[76.3 µM] | 7% | · | 8% | ? | · | ·
8 | CC(C)(C)c1ccc(SCC(N)=O)cc1 | -9% | 7% | 4% | 8% | 0% | 6% | -7% | -2%
9 | Clc1ccc(-c2c[n+](Cc3cccc(Cl)c3)c3n2CCC3)cc1 | -16% | -2% | 7% | 23%[10 µM] | 0% | 14% | 4% | 8%
10 | CCCCCCCC(=O)NNC(=O)c1ccc(F)cc1 | 5% | 3% | -7% | -10% | -1% | -1% | 2% | ?
11 | COc1ccccc1-n1cnnc1SCc1csc(-c2ccccc2)n1 | 2% | 4% | -14% | 13% | 6% | -4% | 2% | -4%
12 | Cn1c(SCC(=O)N2CCN(c3ccccc3)CC2)nnc1-c1ccncc1 | 2% | 3% | 1% | -3%[10 µM] | 7% | 7% | -8% | 2%
13 | O=C(/C(N=Nc1cccc(C(F)(F)F)c1)=C(/O)c1cccs1)C(F)(F)F | -5% | -25% | ? | 1%[10 µM] | -10% | ? | -5% | 6%[15.4 µM]
14 | COc1ccc(NC(=O)C(C)SCc2ccccc2)cc1OC (stereo not drawn) | -2% | 6% | -14% | 23%[10 µM] | -9% | -14% | -10% | -1%
15 | COc1ccc(Br)cc1CNC(=O)c1ccc2c(c1)N(Cc1ccc(C)cc1)CCS2 | · | -11%[76.3 µM] | 7% | · | 1% | ? | · | ·
16 | Cc1ccc(N2CC(c3nc4ccccc4n3C)CC2=O)cc1 (stereo not drawn) | -4% | 2% | -5% | 5%[10 µM] | -7% | -14% | 0% | ·
17 | Nc1cc(=O)[nH]c(SCC(=O)Nc2ncc(C(F)(F)F)cc2Cl)n1 | -6% | 19% | 14% | -23% | 3% | 14% | -5% | 10%
18 | CC(=O)Nc1scc(C)c1-c1nc2ccccc2s1 | 5% | -6% | ? | -13%[10 µM] | -11% | -23% | 1% | ·
19 | CCn1c(SCc2c(Cl)cccc2Cl)nnc1-c1nn(-c2ccccc2)ccc1=O | -1% | 1% | -9% | -29% | -1% | -7% | -12% | 6%
20 | CCOC(=O)C1=C(N)n2c(s/c(=C\c3ccco3)c2=O)=C(C(=O)OCC)C1c1ccco1 (stereo not drawn) | 2% | 4% | ? | -44%[inhibitor] | -8% | -24% | -15% | -14%
21 | O=S(=O)(NC1CCCCC1Oc1ccccc1)c1ccc(Cl)cc1 (stereo not drawn) | 0% | -10% | -1% | -8%[10 µM] | 7% | -17% | 2% | -1%
22 | FC(F)(F)c1cc(-c2cccs2)nc(N2CCOCC2)n1 | -11% | -2% | -4% | -3%[0.074 µM] | -6% | -5% | -2% | -2%
23 | COc1cc(/C=C2/NC(=O)NC2=O)cc(Br)c1OCc1ccccc1 | -6% | -5% | -11% | -49%[inhibitor] | -12% | -21% | -1% | -4%
24 | O=C(CN1C(=O)COc2ccc(Cl)cc21)Nc1ccc(F)cc1 | · | -6%[76.3 µM] | -4% | · | -15% | -24% | · | ·
25 | O=C(O)c1cccc(NC(=O)C23CC4CC(C2)CC(n2cnc(Cl)n2)(C4)C3)c1 | 3% | 12% | -5% | -25% | 3% | -5% | 5% | -6%

Single records, from the list above. Order of screens: aGal spleen mod | GAA glycogen mod | Tau fibril ThT | HTT cytoprotect | Tau FP inhib | Tau fluor counter | GAA spleen mod | GAA inh
`Clc1ccc(-c2c[n+](Cc3cccc(Cl)c3)c3n2CCC3)cc1` across the screens: -16% | -2% | 7% | 23%[10 µM] | 0% | 14% | 4% | 8%
`CCn1c(Cc2ccccc2)nnc1SCC(=O)Nc1ccc(OC)cc1` across the screens: -2% | -3% | 0% | -17%[1.9 µM] | 7% | -2% | -7% | 0%

Additional structures
no. | SMILES | aGal spleen mod | GAA glycogen mod | Tau fibril ThT | HTT cytoprotect | Tau FP inhib | Tau fluor counter | GAA spleen mod | GAA inh
26 | Cc1occc1C(=O)NCc1ccccc1F | -6% | -20% | ? | -9% | -6% | -11% | -11% | -10%
27 | COc1cccc(-c2nnc(N(C)C(=O)C3CCOC3)s2)c1 (stereo not drawn) | 0% | 9% | -3% | -13% | -1% | -1% | 1% | -8%
28 | CN(C)CCCN(C(=O)c1ccco1)c1nc2c(F)cc(F)cc2s1 | -6% | -18% | -5% | -22% | 5% | -6% | -4% | -9%
29 | COc1cc(S(=O)(=O)NC(C)C)ccc1Cl | 5% | -1% | -3% | -2% | 2% | -6% | 1% | 0%
30 | COc1ccc(C(=O)N/C(=C\c2ccccc2)C(=O)NC(CC(C)C)C(=O)O)cc1 (stereo not drawn) | -5% | 9% | -9% | 9% | -7% | -3% | 1% | -1%
31 | COc1ccccc1N1CCN(c2nnc(-c3ccc(F)cc3)c3ccccc23)CC1 | 3% | 10% | -18% | -12% | -2% | -7% | 3% | 2%
32 | Cc1ccc(NC(=O)CN(C)S(=O)(=O)c2cnc[nH]2)cc1 | · | 6%[76.3 µM] | 4% | · | 0% | -3% | · | ·
33 | COCCOc1ccc(C(F)(F)F)cc1NC(=O)c1ccccc1F | -1% | -2% | -7% | · | -4% | -16% | 2% | -1%
34 | O=S(=O)(Nc1cccc2ccccc12)N1CCCC1 | 6% | -11% | -1% | 1%[0.074 µM] | 6% | 1% | -16% | -6%
35 | O=S(=O)(c1ccc(F)cc1)N1CCC(O)(c2ccc3c(c2)OCO3)CC1 | -9% | 1% | 9% | -11% | -4% | 0% | -11% | -14%
36 | Cc1nc(N2CCN(Cc3ccc4c(c3)OCO4)CC2)nc2c1C(=O)CC(c1ccco1)C2 (stereo not drawn) | -3% | -3% | -4% | -15% | 4% | -8% | -6% | -2%
37 | CC1CCN(S(=O)(=O)c2cc(Br)cc(C(=O)NC3=NCCS3)c2)CC1 | -3% | -2% | -13% | 17%[0.074 µM] | -16% | -29% | -4% | -4%
38 | O=C(NCCN1CCOCC1)C1CCC(CNS(=O)(=O)c2ccc(Cl)cc2)CC1 (stereo not drawn) | 3% | -4% | -5% | 20% | 4% | -5% | -3% | -6%
39 | Cc1c(C(=O)NNc2c(Cl)cccc2Cl)n(C)oc1=O | 4% | ? | -12% | 5%[10 µM] | -4% | -9% | 2% | -3%
40 | Cc1ccc(C(C)C)c(OCc2nnc(SCC(=O)Nc3nccs3)n2C)c1 | 3% | 5% | 3% | 0% | -3% | 2% | -7% | 4%
41 | O=C(Nc1cccc(O)c1)C(=O)Nc1ccccn1 | 10% | 4% | -3% | -64%[inhibitor][10 µM] | 12% | -3% | 1% | 7%
42 | CSc1ccc(CNCC(O)c2ccccc2)cc1 (stereo not drawn) | 1% | -1% | -2% | -34% | -1% | -3% | 1% | 0%
43 | O=C(CSc1nc2c(cnn2-c2ccccc2)c(=O)[nH]1)c1ccc(Cl)cc1 | 3% | -4% | 0% | 2%[10 µM] | -3% | -4% | -6% | 2%
44 | O=C(CS(=O)(=O)c1ccccc1)N1CCc2ccccc21 | 2% | 0% | -10% | -62%[inhibitor] | 4% | -11% | -1% | 9%
45 | O=C(CSc1ccc(Cl)cc1)Nc1cccc(-c2nnc(-c3ccco3)o2)c1 | 2% | 15% | 3% | 6%[10 µM] | ? | -24% | -3% | -4%
46 | Cc1ccc(CN2C(=O)CCC2C(=O)NCCN2CCOCC2)cc1 (stereo not drawn) | 1% | 11% | -5% | -7% | 2% | -2% | -14% | -3%
47 | CCc1cccc(CC)c1NC(=O)C1CC(=O)N(c2ccc3c(c2)OCCO3)C1 (stereo not drawn) | 0% | 6% | -18% | -1% | 6% | -11% | 0% | -3%
48 | COc1ccc(CNC(=O)c2cccc(-c3ccc(C)c4ccccc34)n2)cc1 | -2% | -1% | 0% | · | 0% | -6% | -7% | 2%
49 | COc1ccccc1NC(=O)CSc1nc(O)c(C/C=C/c2ccccc2)c(=O)[nH]1 | · | 8%[76.3 µM] | -16% | · | -7% | -5% | · | ·
50 | CCCc1nc(SCC(=O)N2CCc3ccccc32)c2c(=O)n(C)c(=O)n(C)c2n1 | 8% | -4% | -4% | 1%[10 µM] | -9% | -5% | -3% | 3%
51 | CCC/C(O)=C1\C(=O)CCCC1=NCCc1c(C)[nH]c2ccc(C)cc12 | -6% | -1% | -7% | 4%[10 µM] | 15% | -20% | -10% | ·
52 | Cn1c(SCC(=O)N2CCOCC2)nnc1-c1ccc(Cl)cc1Cl | 7% | 4% | -10% | 28% | -11% | -11% | 6% | -1%
53 | Cc1ccc2c(c1)Oc1ccc(NC(=O)CCCl)cc1C(=O)N2 | -5% | -7% | -4% | -135%[inhibitor] | -10% | -16% | · | -7%
54 | O=C(NCc1ccco1)c1cnn2c(C(F)(F)F)cc(-c3ccccc3)nc12 | 5% | 0% | -16% | -20%[10 µM] | 9% | -9% | -1% | 4%
55 | CCC(C)N1C(=O)N(C)C2NC(=O)NC21 (stereo not drawn) | 7% | -9% | 4% | -2%[10 µM] | 2% | 7% | -4% | 12%
56 | COc1ccc(Cn2c(C(=O)O)c(CNCc3ccc(SC)cc3)c3ccc(OC)cc32)cc1 | · | 9%[76.3 µM] | -9% | · | 2% | -13% | · | ·
